HIF-2a block – HIF-2a inhibition | 786-0 RCC cells HIF-2a reporter, luciferase luminescence, overnight | inhibition, % at 18.8 µM | 0.72% of 360,000 active | AID 624352;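 active = inhibition of the luminescence signal of 40% or more relative to plate controls, in a single-dose primary screen at 18.75 µM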
hiPSC survival – increases survival of single human iPS cells | hiPSC single-cell survival, ATPlite luminescence; 100% = ROCK inhibitor wells, 0% = DMSO | survival enhancement, % at 20 µM | 0.044% of 360,000 active | AID 602274; in the data active = survival enhancement above about 18%;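 also: cells exposed to compounds for 16 hours before the ATP read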
CaV13 ICDI inh – Disruptors of the CACNA1D IQ motif to Ca2+-dependent inactivation inhibitor domain association, primary screening, Förster resonance energy transfer in intact living …; HEK cells, CFP/YFP FRET ICDI-IQ, plate reader, 10 min; percent FRET-ratio fall versus neutral wells; inhibition, % at 12.3 µM; 0.098% of 340,000 active;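 active = mean replicate inhibition of at least 30% and at least 1% of replicates passing that level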;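 also: 0% = median of the neutral control wells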
HTR2A ag – activates the mouse 5-HT2A serotonin receptor | 0.66% of 360,000 active | AID 624169 | activation, % at 7.6 µM | P35363 | CHO-K1 mHTR2A beta-arrestin complementation, luminescence; percent of 30 µM serotonin response;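 active = activation above a run cutoff, the mean activation of all tested compounds plus 3 SD, cut at about 14% in these data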;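 also: 0% = plate median of compound wells and 100% = 30 µM serotonin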
Target sequence (P35363 whole entry, looked up): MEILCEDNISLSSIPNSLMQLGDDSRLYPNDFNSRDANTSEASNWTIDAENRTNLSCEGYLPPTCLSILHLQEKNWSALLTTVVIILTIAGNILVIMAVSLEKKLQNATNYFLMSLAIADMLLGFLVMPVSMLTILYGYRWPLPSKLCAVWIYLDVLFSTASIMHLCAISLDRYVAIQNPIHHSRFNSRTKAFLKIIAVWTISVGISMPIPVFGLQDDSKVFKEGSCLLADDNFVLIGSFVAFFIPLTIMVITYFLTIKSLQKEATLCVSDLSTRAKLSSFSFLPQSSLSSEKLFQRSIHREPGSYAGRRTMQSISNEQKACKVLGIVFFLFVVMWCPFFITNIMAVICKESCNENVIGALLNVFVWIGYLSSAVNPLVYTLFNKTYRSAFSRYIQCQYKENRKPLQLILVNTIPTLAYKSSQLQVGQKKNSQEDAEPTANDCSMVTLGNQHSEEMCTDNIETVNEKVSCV
PDI inh – PDI (human) enzyme inhibition; 0.052% of 350,000 active; PDI insulin aggregation turbidity, A650, 90 min; inhibition, % at 10 µM; P07237; AID 588391;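 active = mean inhibition across replicates of 30% or more, whatever share of single replicates reach that level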;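 also: absorbance from insulin aggregation driven by PDI reduction with DTT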
Peg3 promoter – Peg3 promoter activity inhibition | HeLa PEG-Prom luciferase reporter, luminescence, overnight | inhibition, % at 20 µM | 1.7% of 360,000 active | AID 588405;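 active = inhibition of at least 50% at 20 µM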
MITF TRPM1 inh – reduces MITF-dependent TRPM1 promoter luciferase signal; SK-MEL-5 TRPM1 promoter luciferase, 24 h; AID 488899; 0.83% of 330,000 active; inhibition, % at 12.5 µM;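 active = mean inhibition across replicates of 60% or more, whatever share of single replicates reaches that level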; also: values of inactives mirror those of a sister screen read the other way
NR2E3 ag-1 – agonists of human NR2E3 nuclear receptor; Q9Y5X4; CHO-S Gal4-NCOR/VP16-NR2E3 two-hybrid, luciferase; inhibition of corepressor binding, % at 3.98 µM; 0.35% of 360,000 active; AID 602229;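 active = inhibition above the mean of all tested compounds plus 3 SD, cut at about 70% in these data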;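 also: 0% = DMSO with NR2E3 transfected cells and 100% = cells lacking NR2E3 construct; higher means lower luciferase signal from less NR2E3 corepressor binding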
Target sequence (Q9Y5X4 whole entry, looked up, the tested form may be a part): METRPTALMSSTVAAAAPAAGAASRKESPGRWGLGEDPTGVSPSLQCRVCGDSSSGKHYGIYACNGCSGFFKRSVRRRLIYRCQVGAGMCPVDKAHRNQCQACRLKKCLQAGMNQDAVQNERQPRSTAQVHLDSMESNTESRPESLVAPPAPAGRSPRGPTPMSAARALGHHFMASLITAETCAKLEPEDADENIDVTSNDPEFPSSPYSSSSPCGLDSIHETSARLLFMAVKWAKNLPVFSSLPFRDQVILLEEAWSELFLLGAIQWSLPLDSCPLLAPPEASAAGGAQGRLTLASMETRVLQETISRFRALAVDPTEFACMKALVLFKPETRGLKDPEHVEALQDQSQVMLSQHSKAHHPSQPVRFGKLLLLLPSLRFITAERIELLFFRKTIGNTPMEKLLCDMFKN
NR2E3 ag-2 – activates human photoreceptor nuclear receptor NR2E3; Q9Y5X4; GST-NR2E3/biotin-RetCOR TR-FRET, 1536-well; inhibition of corepressor binding, % at 4.78 µM; 0.12% of 320,000 active; AID 2300;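 active = percent inhibition above the cutoff of mean plus 3 SD of all tested compounds, set per screening campaign, cut at about 20% in these data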;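 also: 0% = DMSO wells and 100% = biotin wells as full block of FRET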
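system = GST-tagged NR2E3 plus biotinylated RetCOR corepressor | input = 1.35 nM GST-NR2E3 | also added = 7 nM biotin-RetCOR | schedule = 5 h incubation at 4 °C | measured by = TR-FRET with europium anti-GST and streptavidin-D2, 340 nm excitation | read-out = percent loss of FRET ratio relative to control wells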
Shn3 3UTR inh – Schnurri-3 reporter inhibition in Clone20 osteoblasts | Clone20 osteoblast Shn3 3'UTR firefly luciferase, 24 h | inhibition, % at 12.5 µM | 0.52% of 360,000 active;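 active = mean inhibition of at least 75% with every replicate also reaching 75%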;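 also: 0% = median of neutral control wells and 100% = pilot-screen positive control compound; some compounds past the cut are filed as inactive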
Cardio protect – myocardial damage modulation in H9c2 cells. H9c2 cardiomyocytes, H2O2 injury protection, ATPLite, 2 h. protection from H2O2 cell death, % at 20 µM. 0.63% of 360,000 active. AID 588492;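 active = compounds giving at least 50% protection of heart cells from peroxide-induced death in the single-dose screen, raw or plate-pattern-corrected value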;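 also: 0% = DMSO wells with peroxide and 100% = DMSO wells without peroxide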
An asterisk follows results filed as active; · = not tested or not shown.

SMILES	HIF-2a block	hiPSC survival	CaV13 ICDI inh	HTR2A ag	PDI inh	Peg3 promoter	MITF TRPM1 inh	NR2E3 ag-1	NR2E3 ag-2	Shn3 3UTR inh	Cardio protect
COc1ccccc1NS(=O)(=O)c1cc(NC(=O)Nc2cccc(C)c2)ccc1N1CCCCC1	-4.5	-2.0	-3.4	-5.1	0.4	-12.8	12.8	1.1	-1.1	18.7	-16.5
Cc1cc(=O)c(C(=O)O)c(C)n1-c1ccccc1	5.0	-1.1	-6.6	4.5	-8.4	1.8	-2.4	-10.1	·	4.8	0.2
CNc1ncnc2c1ncn2[C@H]1CN(Cc2ccncc2)C[C@@H](CO)O1	4.1	0.0	-4.5	6.2	7.0	-8.9	·	-2.4	·	-25.6	1.3
COc1ccccc1C1=NOC(CN2C(=O)c3ccccc3S2(=O)=O)C1 (stereo unspecified)	-234.7	1.7	-14.9	1.0	-3.3	-274.3	-103.2	-94.4	1.1	-81.5	4.3
c1ccc2c(C3=NNC(=NC4CC4)SC3)c[nH]c2c1	20.5	-2.8	-16.4	-3.4	9.6	44.8	34.0	-149.6	-0.3	10.1	-3.0
CS(=O)(=O)n1nc(-c2cccnc2)nc1NCc1ccccc1	4.6	0.0	5.0	-0.1	-4.2	0.6	2.8	23.9	1.3	-4.6	1.2
O=C(NC1CCCCC1)C(c1ccc(O)c(O)c1)N(C(=O)Cn1nnc2ccccc21)c1cccc(O)c1 (stereo unspecified)	4.8	2.3	-4.8	0.6	-4.7	3.5	22.1	-23.9	-0.3	76.7	7.1
Cc1cc(Cl)ccc1Oc1ccccc1C(=O)CC#N	14.3	1.2	-3.0	6.5	4.9	10.4	-11.6	15.7	3.8	10.8	1.0
Cc1cc(C(=O)N2CCN(c3ccc(C(F)(F)F)cn3)CC2)c(C)o1	7.5	-0.2	-20.0	5.3	-0.8	2.2	7.4	12.1	4.4	17.7	-3.2
COc1ccc(Nc2nc(N)nc(CN3CCOCC3)n2)cc1	0.0	0.7	-11.2	-3.4	3.3	32.0	12.0	-7.7	0.0	-38.6	0.4
O=C(CCN1C(=O)C2C3CC(C(Br)C3Br)C2C1=O)OCC(=O)c1ccccc1 (stereo unspecified)	10.7	0.1	-4.8	-1.5	2.4	-3.3	-18.4	-19.0	2.2	-1.3	0.1
COc1cc(NC(=O)c2cc3ccccc3cc2OC)ccc1NC(=O)c1cccs1	-18.8	-0.1	·	-1.8	-7.8	47.3	17.9	-15.4	5.3	9.3	63.3*

In another format: 3 of the compounds above
Each structure is followed by: HIF-2a block | hiPSC survival | CaV13 ICDI inh | HTR2A ag | PDI inh | Peg3 promoter | MITF TRPM1 inh | NR2E3 ag-1 | NR2E3 ag-2 | Shn3 3UTR inh | Cardio protect
Cc1cc(=O)c(C(=O)O)c(C)n1-c1ccccc1
  5.0 | -1.1 | -6.6 | 4.5 | -8.4 | 1.8 | -2.4 | -10.1 | · | 4.8 | 0.2
CNc1ncnc2c1ncn2[C@H]1CN(Cc2ccncc2)C[C@@H](CO)O1
  4.1 | 0.0 | -4.5 | 6.2 | 7.0 | -8.9 | · | -2.4 | · | -25.6 | 1.3
COc1ccccc1C1=NOC(CN2C(=O)c3ccccc3S2(=O)=O)C1 (stereo unspecified)
  -234.7 | 1.7 | -14.9 | 1.0 | -3.3 | -274.3 | -103.2 | -94.4 | 1.1 | -81.5 | 4.3

The results go on:
SMILES	HIF-2a block	hiPSC survival	CaV13 ICDI inh	HTR2A ag	PDI inh	Peg3 promoter	MITF TRPM1 inh	NR2E3 ag-1	NR2E3 ag-2	Shn3 3UTR inh	Cardio protect
O=Cc1cc(OCc2ccccc2)ccc1[B-](F)(F)F	-16.1	8.6	-6.8	-0.7	-1.4	-9.7	14.6	-15.0	·	-30.0	16.9
CC12CCCCC1=CC(=O)CC2 (stereo unspecified)	10.8	-1.5	-2.5	-6.4	-1.8	0.8	0.5	-4.5	·	-17.5	-2.5
CCc1cccc(-n2c(SCC(=O)c3c(N)n(C4CC4)c(=O)[nH]c3=O)nnc2N2CCOCC2)c1	0.3	-0.4	-1.6	8.5	-3.0	-2.2	-7.1	-1.7	·	-4.4	5.7
COc1cccc2c1OC1(C)CC2NC(=O)N1c1cccc(C(=O)N2CCN(c3ccccc3)CC2)c1 (stereo unspecified)	18.3	1.8	-18.8	0.9	-3.0	5.8	3.2	-7.6	-1.5	6.3	4.6
CCn1c(SCc2nc3sc(C(=O)O)c(C)c3c(=O)[nH]2)nc2ccccc21	13.9	-0.5	-6.8	-1.5	-22.5	5.5	-4.5	-46.2	6.7	6.8	-2.4
Cc1cc(OCC(=O)NC(C)c2ccccc2)ccc1[N+](=O)[O-] (stereo unspecified)	6.2	2.2	-5.2	-1.3	-10.5	7.2	-0.4	-6.7	2.8	19.0	1.3
O=C(CN1CCN(S(=O)(=O)c2ccc(Cl)s2)CC1)N1CCOCC1	18.4	0.4	-3.3	-0.2	2.2	19.3	9.7	-21.9	3.2	-15.0	2.2
Cc1nnc(SCCC(=O)Nc2nc(-c3ccccc3)ns2)s1	-46.2	1.5	-4.5	-0.4	2.6	3.0	3.8	-28.4	2.7	7.9	3.0
Cc1ccccc1Nc1nc(N)nc(COC(=O)[C@@H](NC(=O)c2ccco2)C(C)C)n1	-5.5	2.0	-7.1	1.2	3.1	5.5	4.8	-14.4	·	-2.8	7.5
COc1ccc2c(c1)c(=O)oc1cc(OCC(=O)NC3CC3)ccc12	-6.8	2.2	-4.9	15.3*	-12.2	29.0	-20.4	-19.8	0.5	-3.1	-9.4
Cc1cc(O)c(C(C)C)cc1NC(=O)Nc1cccc2ccccc12	8.2	-0.5	6.3	-8.2	-0.4	25.3	7.4	-7.0	-1.0	12.5	-1.0
N#CC1=C(S)N(c2ccccc2)C(c2ccc(-c3cc(Cl)ccc3Cl)o2)NC1=O (stereo unspecified)	12.6	-1.5	12.0	3.9	-1.7	11.8	6.4	-38.4	0.5	-6.1	-4.2
CCN1CCN(CC(=O)Nc2ccc(Cl)c(S(=O)(=O)N(C)C)c2)CC1	2.0	-0.4	-15.3	1.3	5.3	6.3	-0.4	18.7	-0.3	0.8	0.1
COCCN(C(C)=O)c1nnc(-c2ccccn2)s1	-97.4	-1.9	·	2.1	15.3	-72.5	-26.7	0.3	2.0	-27.1	6.9
O=C1CC(C(=O)Nc2nccs2)C(c2ccccc2)O1 (stereo unspecified)	22.3	-1.9	-4.0	-2.1	1.6	-0.8	0.3	30.8	-4.6	6.1	18.0
CCCN1CCN(C(=O)c2ccc(-c3ccc([N+](=O)[O-])cc3)o2)CC1	-13.9	4.4	-2.8	-0.1	-12.0	-61.8	-14.5	-16.5	0.1	-34.7	-3.4
CNC(=S)N(Cc1cc2cc(OC)c(OC)cc2[nH]c1=O)C1CCCC1	27.6	-1.4	-2.0	0.2	6.1	13.6	-6.5	4.8	-1.8	-3.0	13.4
CC(=O)Nc1cc(-c2ccc(N(C)C)cc2)cn2c(-c3ccc(F)c(Cl)c3)cnc12	-54.1	0.6	-10.8	6.4	-5.5	12.4	·	-41.3	·	0.8	-4.0
CCC(C)(C)NC(=O)COc1ccc(OCc2ccccc2)cc1	-1.7	0.6	-1.4	-4.5	1.0	-1.9	3.0	-14.1	-1.9	-2.4	-11.6
Cc1[nH]c2ccccc2c(=O)c1SC(F)(F)C(F)C(F)(F)F (stereo unspecified)	-50.7	2.3	·	8.7	4.6	-25.8	12.7	-11.7	0.7	12.2	-6.3
CCN1C(=O)C(CC(=O)Nc2ccc(F)cc2)N(Cc2ccc3c(c2)OCO3)C1=S (stereo unspecified)	18.8	-0.8	-4.1	3.6	-4.1	20.4	-6.7	-17.6	-6.6	-2.9	-16.6
[O-][n+]1c2ccccc2c2n1CCN=C2c1ccc(Cl)cc1	-37.8	3.5	-5.0	0.9	4.8	-50.9	-3.6	-67.4	4.3	-15.2	2.4
Cc1ccc(C(=O)Nc2ncc([N+](=O)[O-])s2)cc1	53.3*	-0.3	-4.6	-2.0	-0.3	75.8*	62.8*	-9.8	4.3	81.3	-15.7
COc1ccc(C)cc1NC(=S)Nc1ccccc1SC	9.3	1.3	1.8	-0.4	-16.9	9.8	16.0	-17.8	0.3	-38.5	1.8
O=C(Nc1ccccc1)/C(=C1\CCCN1)[N+](=O)[O-]	-59.5	0.2	3.5	-0.3	1.5	-35.3	-18.4	-12.2	1.2	-1.0	-2.8
COc1ccc(-c2csc(C(C)(O)c3cccc(OC)c3)n2)cc1 (stereo unspecified)	-15.6	-2.7	-6.2	0.6	2.6	-1.1	·	45.4	·	42.6	-16.4
Nc1[nH]c2cc([N+](=O)[O-])ccc2c1-c1ccccn1	4.1	1.5	-11.1	-1.9	-4.1	-30.4	11.5	-9.7	6.7	1.7	-10.0
CCCCNc1ncnc2sc3c(c12)CCN(CCC)C3	3.8	0.5	-3.6	-2.8	-6.3	2.7	5.8	-23.2	1.1	17.1	1.3
COc1ccc(C2CC(=O)N3CN(c4ccc(C)c(Cl)c4)CSC3=C2C#N)cc1 (stereo unspecified)	-85.0	-0.1	-10.4	-2.5	·	-13.8	-1.6	-17.7	5.9	-3.9	6.6
O=C(Nc1nc2c(F)cc(F)cc2s1)c1ccc([N+](=O)[O-])o1	-255.7	-2.7	-2.9	-2.4	·	-61.4	·	-20.3	1.4	-75.4	-17.5
Cc1cccc(NC(=O)c2ccc3c(c2)OCCO3)n1	-197.2	-0.2	·	4.4	-8.4	-186.3	-35.6	-97.0	2.7	-79.4	-7.6
NS(=O)(=O)c1ccc(NC(=O)CCc2ccccc2)cc1	-8.1	2.5	-5.4	2.9	-5.1	0.1	-11.9	0.9	3.7	-13.3	-0.6
CCC1CCCCN1S(=O)(=O)c1ccc(NC(=O)C2CC(=O)N(C(C)(C)C)C2)cc1 (stereo unspecified)	-195.6	-2.6	-6.2	0.4	15.3	-188.2	-45.3	-63.5	·	-85.4	-5.9
O=C(/C=C/c1ccco1)Nc1ccc2nc3n(c(=O)c2c1)CCCC3	-186.2	0.6	-2.5	0.8	-1.5	-145.6	-52.6	-57.6	0.0	-3.7	14.6
Cc1cccc(C)c1NC(=O)CSc1cc(C(=O)c2nccn2C)c2ccccc2n1	18.1	1.9	-2.3	0.8	0.3	17.0	5.4	10.0	2.0	-2.1	9.4
CS(=O)(=O)c1ccc2nc(NC(=O)c3ccc(Cl)cc3)sc2c1	-127.7	-0.3	-1.9	18.1*	4.2	-63.0	-8.5	-10.8	3.1	-17.2	-2.4
Cc1cccc(Cn2cnc3ccccc32)c1	0.3	0.2	-5.2	-2.0	-2.5	-11.2	4.7	17.7	2.5	-4.0	1.9
CC(=O)c1ccc(NC(=O)c2cnsn2)cc1	-91.1	0.5	-2.3	7.7	8.6	-141.9	-21.3	-62.1	0.0	-9.8	-6.6
COc1ccc(CCNC(=O)N2c3ccccc3Sc3ccccc32)cc1	28.7	-2.1	-5.3	-6.2	0.8	33.1	13.6	20.2	0.9	61.0	-18.6
O=C(/C=C/c1ccccn1)c1cc(Br)ccc1O	-29.4	-0.1	-5.9	3.0	3.9	17.6	6.2	-10.5	4.2	-4.7	4.4

This is a random part of the collection; about 3.9% have a hit in one of these screens.
